Screening data: PubChem BioAssay, Broad Institute
CFTR F508del cor: CFTR F508del correction in bronchial cells; 350,000 tested, 0.36% active; activity (quench increase), % at 7.58 µM; CFBE cells, YFP halide quenching; stimulated with forskolin plus potentiator P3; % fluorescence drop versus neutral controls;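 active = mean added fluorescence quench of at least 8% versus neutral control, with both replicates also reaching 8%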;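 also: cells transiently co-express mutant CFTR-F508del with the halide-sensitive YFP; corrector assay measuring rescue of mutant channel to the surface after 24 h compound exposure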
FN deposition inh: fibronectin deposition inhibition | 350,000 tested, 0.086% active | inhibition, % at 12.6 µM | AH1F fibroblasts, Alexa488-fibronectin deposition fluorescence, overnight;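 active = mean inhibition across replicates of 30% or more, regardless of how many single replicates reach that level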;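 also: positive control wells lacked labelled fibronectin entirely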
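Assay system: AH1F fibroblasts / Quantity: 10000 cells per well / Medium: DMEM plus 2% serum, read in PBS / Reagent: labelled fibronectin 24 nM / Dosing: single dose, pinned / Times: 1 h cell attachment, overnight exposure to compound and label / Signal: fluorescence, ex 485 nm, em 525 nm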
GSIS activator: GLuc luminescence reporter in INS-1E cells, primary screen for activators of glucose-dependent secretion of insulin; INS-1E GLuc reporter insulin secretion, 2-3 h; activation, % at 16.6 µM; 370,000 tested, 0.61% active; AID 743287;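 active = lowest replicate activation of at least 40%, so every replicate reaches that level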;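 also: 0% = median of neutral control wells and 100% = median of IBMX positive control wells; some compounds called inactive have numbers as strong as hits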
* marks the source's active call; other numbers are inactive results.

SMILES,CFTR F508del cor,FN deposition inh,GSIS activator
CC(NC(=O)Cn1c(NCCO)nc2ccccc21)C1CC2CCC1C2 (centres undefined),-0.6,-21,-15
O=S(=O)(Nc1cccc(-n2cnnn2)c1)c1ccc(Cl)cc1,0.4,-2,-1
O=S(=O)(CC(CN1CCOCC1)N1CCOCC1)c1ccccc1 (centres undefined),-1.0,-2,9
CCOC(=O)c1cc(-c2ccccc2)n(CC(=O)NC(C)(C)C)c1C,-0.3,-3,9
Cc1cccc(C)c1NC(=O)C(c1ccccc1)n1c(=O)c(-c2cc3ccccc3[nH]2)nc2ccccc21 (centres undefined),3.7,5,22
COc1cccc(S(=O)(=O)N2[C@@H]3CNC[C@H]2C3c2ccc(-c3ccccc3F)cc2)c1 (some centres undefined),-0.6,-9,-17
C/C=C/c1ccc([C@H]2[C@@H](CO)N(C(=O)COC)[C@H]2CNC(=O)C2CC2)cc1,0.2,-10,-5
CS(=O)(=O)c1cccc(C(=O)OCC(=O)c2ccc3c(c2)OCCO3)c1,0.6,13,1
COc1ccc(C(=O)CSc2nnc(CNc3ccc(F)cc3)o2)cc1,1.0,4,6
CNc1nc(Cl)c(SC)c(NC2CCCCC2)n1,0.6,-9,4
O=C(CN(Cc1ccccc1)S(=O)(=O)c1ccc2c(c1)OCCO2)N/N=C/c1cccc(Br)c1,4.7,-2,-17
COc1ccccc1-n1cnnc1SCC(=O)Nc1cccc(S(=O)(=O)N2CCCCC2)c1,-2.5,-3,-12
Oc1ccc(O)c(Cc2nc3ccccc3[nH]2)c1,0.5,-5,-9
C[N+](C)(C)CCCCCCC(=O)/C=N/O,1.0,-9,4
O=C(c1cnccn1)N1CC(=O)N2[C@@H](CO)[C@@H](c3ccc(C#CC4CCCC4)cc3)[C@@H]2C1,-1.3,8,-3
CC(=O)Nc1ccc(OCc2ccccc2)cc1[N+](=O)[O-],3.3,0,3
CO/N=C/c1ccc(OC)c(Oc2nc(OC)cc(OC)n2)c1,1.8,11,9
FC(F)c1nnc2c(Cl)cc(C(F)(F)F)cn12,2.3,-4,6
Cc1ccc(-c2ccc(/C=N/NC(=O)CN3CCOCC3)o2)cc1[N+](=O)[O-],-5.6,10,5
NC(=O)c1c(N)[nH]c(C(=O)c2ccccc2)c1-c1ccc(Br)cc1,-3.3,-9,-1
CC(Cc1ccccc1)NC(=O)c1cc([N+](=O)[O-])ccc1Cl (centres undefined),-0.3,4,13
CCOC(=O)C(=O)Nc1cc(C(=O)OC)cc(C(=O)OC)c1,-0.5,-3,19
O=C(c1ccccc1)N1CCn2c1nc1ccccc12,-1.6,1,2
C=C1C(=O)OC2C1C(OC(=O)C(C)=CC)CC(=C)C1C(O)C3OC3(C)C21O (centres undefined),3.5,4,-17
Cc1cccc(-c2nc(N)nc(N)n2)c1,1.2,-2,3
COCCCNC(=S)NCCNc1nc2c(C)c(C)ccc2cc1C#N,-2.3,-3,2
COc1cc(C#N)c(NC(=S)N2CCN(C(=O)c3ccco3)CC2)cc1OC,-0.8,-12,11
CC(=O)NC[C@H]1[C@@H](c2ccc(C#CC(C)C)cc2)[C@@H](CO)N1C(=O)C1CC1,0.7,-15,-9
O=[N+]([O-])c1ccc(Sc2cccc[n+]2[O-])c2nonc12,45*,51*,-9
CC(C)[C@H](NC(=O)c1ccco1)C(=O)OCC(=O)Nc1ccc(F)cc1,-0.8,1,6
CC1(C(=O)NCc2ccccc2)CSCC(=O)N1C1CCN(Cc2ccccc2)CC1 (centres undefined),-4.8,0,-9
COc1ccc(C(=O)c2cc([N+](=O)[O-])ccc2N2CCOCC2)cc1,11*,-33,0
Cc1cc(=O)oc(C)c1C(=O)Nc1ccc(N(C)C)cc1,-1.1,8,1
COc1ccc(C2=C(Nc3ccccc3)c3ccccc3C2=O)cc1,4.7,10,-10
Cc1cc(C(=O)Nc2ccc(C)c(S(=O)(=O)N3CCOCC3)c2)c(C)o1,1.5,-14,-3
O=[N+]([O-])c1ccc(C[n+]2cc(-c3ccc(Cl)c(Cl)c3)n3c2CCCCC3)cc1,3.7,-10,16
CN(C)c1ccc(N(C)C)c(C(O)(c2ccccc2)c2ccccc2)c1,4.3,7,-25
COC(=O)N[C@H]1CC=C[C@@H]1Cc1cccc(Oc2ccccc2)c1,3.6,1,-4
CC(C)(C)C(=O)NNC(=O)COc1ccc2ccccc2c1Br,-1.5,8,-4
O=[N+]([O-])c1ccc(Oc2ccc(Oc3ccc(C(F)(F)F)cn3)cc2)nc1,1.2,-2,11
CN[C@H]1C[C@@H](c2ccccc2Br)N(C(C)=O)C[C@H]1CO,-3.6,5,6
COC(=O)c1cccc(Cn2nc(C)c([N+](=O)[O-])c2C)c1,-2.4,0,-8
Cc1ccnc(NC(=O)c2cccc(S(=O)(=O)NCc3ccccc3)c2)c1,2.9,-4,4
Cc1ccc(N2CC(O)(c3cccs3)[N+]3=C2CCCC3)cc1 (centres undefined),1.7,-8,2
Cc1ccccc1-c1n[nH]c(=S)n1C,-4.4,-6,8
O=C1CC(NCC2CCCO2)C(=O)N1c1ccc(F)cc1 (centres undefined),-1.7,-27,9
C=CCN1[C@@H](C)[C@H](c2ccccc2)Oc2cccc(N3CCCC(C)C3)c2S1(=O)=O (some centres undefined),6.6,3,16
O=C(OCc1csc(-c2ccccc2)n1)c1ccc(O)cc1,1.2,-5,-9
Cc1cccc(C)c1NC(=O)C(c1ccnc2ccccc12)n1c(=O)c(-c2ccco2)nc2ccccc21 (centres undefined),-1.7,2,11
C[C@H](NC(=O)Cc1cccc2ccccc12)C(=O)NCc1ccccc1,3.2,-3,-3
CN(C)C(=O)c1cc2c(c(-c3cccc(-c4ccccc4F)c3)n1)[C@@H](CCO)N(S(C)(=O)=O)C2,-0.8,-10,7
COc1cc(C(=O)NC(C)c2cnn(-c3ccccc3C)c2C)cc(OC)c1OC (centres undefined),1.8,23,-6
COC(=O)[C@]12CCCCC=C1N(Cc1ccco1)C(=O)[C@H](CC(=O)N1CCC(c3ccccc3)CC1)C2,-3.3,-2,-20
CC1(c2ccccc2)NC(=O)N(CC(=O)Nc2ccccc2N2CCCC2)C1=O (centres undefined),3.1,-4,-17
CCOc1ccc(/C=C(/NC(=O)c2ccccc2)C(=O)NCCC(=O)O)cc1,-1.9,-5,9
CCCS(=O)(=O)N1CCN=C1SCc1ccc(C)cc1,0.6,2,6
O=C(CCCn1c(=O)c2ccccc2n(Cc2cccc(F)c2)c1=O)NC1CCN(Cc2ccccc2)CC1,-5.2,7,12
COC(=O)[C@@]12C[C@@H](CC(=O)NCCCCc3ccccc3)C(=O)N(Cc3ccc4c(c3)OCO4)C1=CCC(C)(C)C2,1.7,7,-19
NC(=O)CCn1c2ccccc2c2ccccc21,-1.4,7,5
Cc1ccc(OCCNC(=O)CN2C(=O)NC3(CCCC3)C2=O)cc1,-0.9,0,1

A draw from above in order of formula weight, descending.
SMILES,CFTR F508del cor,FN deposition inh,GSIS activator
Cc1cccc(C)c1NC(=O)C(c1ccnc2ccccc12)n1c(=O)c(-c2ccco2)nc2ccccc21 (centres undefined),-1.7,2,11
C=CCN1[C@@H](C)[C@H](c2ccccc2)Oc2cccc(N3CCCC(C)C3)c2S1(=O)=O (some centres undefined),6.6,3,16
CC1(c2ccccc2)NC(=O)N(CC(=O)Nc2ccccc2N2CCCC2)C1=O (centres undefined),3.1,-4,-17
CCOc1ccc(/C=C(/NC(=O)c2ccccc2)C(=O)NCCC(=O)O)cc1,-1.9,-5,9

3 of the entries above in order of their number in CFTR F508del cor, highest first.
Molecule | CFTR F508del cor | GSIS activator
CCOc1ccc(/C=C(/NC(=O)c2ccccc2)C(=O)NCCC(=O)O)cc1 | -1.9 | 9
COC(=O)[C@]12CCCCC=C1N(Cc1ccco1)C(=O)[C@H](CC(=O)N1CCC(c3ccccc3)CC1)C2 | -3.3 | -20
O=C(CCCn1c(=O)c2ccccc2n(Cc2cccc(F)c2)c1=O)NC1CCN(Cc2ccccc2)CC1 | -5.2 | 12

The listing continues:
SMILES,CFTR F508del cor,FN deposition inh,GSIS activator
Cc1cn(C2CCCCO2)c(=O)nc1NO (centres undefined),-4.9,6,9
Cc1nsc(Nc2ccccc2)c1C#N,-1.1,0,19
COC(=O)C1=C(C)N(C)C(=NCc2ccc(C(F)(F)F)cc2)NC1c1ccccc1C(F)(F)F (centres undefined),0.5,-2,-26
O=C(Nc1ccc(F)c(Cl)c1)Nc1cnccn1,0.1,2,3
CCOC(=O)c1ccc(NC(=O)Nc2cc(C)cc(C)n2)cc1,0.0,0,-7
O=S1(=O)c2cc(Cl)ccc2N2CC[C@H](C2)N1Cc1ccc(Cl)c(Cl)c1,-2.1,2,-16
COc1ccccc1CNC(=O)[C@@H]1CCCN1S(=O)(=O)c1ccc(C)cc1,2.8,19,-1
Cc1ccc(NC(=O)NC2CC(=O)N(c3ccc4c(c3)OCCO4)C2)c(C)c1 (centres undefined),0.9,7,4
Cn1nccc1NC(=O)c1nccnc1C(=O)O,-0.1,0,28
O=C(Nc1c2c(nc3ccccc13)CCCC2)c1cccc([N+](=O)[O-])c1,1.1,-2,6
Cc1cccc(NC(=O)c2c([N+](=O)[O-])c(C(C)(C)C)nn2C)c1,-1.2,3,0
CC(C)(C)C(=O)c1c(N)[nH]c(C(=O)c2ccccc2)c1-c1ccccc1,0.3,-4,-4
C/C(CC(=O)N1CCCC1)=N\NC(=O)c1cc2ccccc2cc1O,-22,3,-16
Cc1cc(O)ccc1N=Cc1c(C(F)(F)F)[nH][nH]c1=O,-4.4,6,2
CCOc1ccccc1N(CC(=O)Nc1c(C)n(C)n(-c2ccccc2)c1=O)S(=O)(=O)c1ccccc1,4.5,0,-7
CC(C)OC(=O)c1cccnc1N1CCN(c2cccc(Cl)c2)CC1,3.4,7,3
NNC(=O)c1ccc(CN2CCCCC2)o1,1.8,-6,9
CCn1ncc(Br)c1C(=O)Nc1ccccc1OC,-3.3,6,4
FC(F)(F)c1cnc(-c2cnc(-c3cccnc3)nc2)c(Cl)c1,0.7,5,-3
O=C(COC(=O)CC(c1ccccc1)c1ccccc1)NCc1ccccc1,-0.7,-6,-14
COc1ccc(C(CC(=O)O)NC(=O)c2sc3ccccc3c2Cl)cc1 (centres undefined),-2.5,-7,-2
O=C(Cn1cnc([N+](=O)[O-])n1)N/N=C/c1ccc2ccccc2c1,-0.9,-1,2
COc1cc(OC)c(NC(=O)CCNS(=O)(=O)c2ccc3c(c2)oc(=O)n3C)cc1Cl,-3.6,-9,-1
COC(=O)[C@]12C[C@H](CC(=O)NCc3cccc4ccccc34)C(=O)N(Cc3ccc4c(c3)OCO4)C1=C[C@H](COCc1ccccc1)O[C@@H]2C,2.7,-3,-16
CN(C)S(=O)(=O)c1cccc(NC(=O)c2cc(=O)[nH]c3ccccc23)c1,1.2,-3,20
COCCNc1nc(-c2cc(C)c(C)cc2C)cs1,-0.1,-20,-18
Brc1ccc2ncnc(NCc3cccnc3)c2c1,-1.6,7,1
COc1cc2c(cc1OC)C(c1ccccc1)N(Cc1ccc(S(=O)(=O)NC(=O)c3ccco3)cc1)CC2 (centres undefined),3.2,0,-1
NC(=O)c1ccccc1OCC(=O)Nc1ccc(Cl)c(Cl)c1,0.2,-8,-21
COc1ccc(-n2c(SCc3cn4c(C)cccc4n3)nc3ccccc3c2=O)cc1OC,2.2,-9,-13
CC(=O)c1c(C)nc(-c2cccc([N+](=O)[O-])c2)n1O,1.9,9,9
CC1CCc2c(sc3ncnc(NCc4cccnc4)c23)C1 (centres undefined),0.2,-3,17
COc1ccc(OC)c(/C=C/C(=O)OCC(=O)Nc2ccc3c(c2)OCCO3)c1,-1.3,-2,4
O=C(O)C(=Cc1ccc([N+](=O)[O-])cc1)c1ccccc1,-2.9,-1,12
O=[N+]([O-])c1cccc(C=NNc2ccc3ccccc3n2)c1O,2.6,15,-1
CC(C)(C)NC(=S)NNC(=O)c1ccncc1,-0.6,8,-7
O=C(CCc1nnc(CCC2CCCCC2)o1)NCc1ccon1,0.0,3,-4
Oc1c(Cl)cc(Cl)cc1/C=N/c1ncn[nH]1,-0.8,-1,4
O=C(Nc1ccc(F)cc1)C1CCN(S(=O)(=O)c2cccs2)CC1,1.0,-2,-9
CC1Cc2[nH][nH]c(=O)c2C(C2CC2)O1 (centres undefined),-0.1,-18,3

Some of the compounds tested; count on the stated rates, not on these rows.
